From PubChem
BRCA1 expr act = qHTS Assay to Identify Small Molecule Activators of BRCA1 Expression; MCF7-BRCA1-FFLuc reporter, luminescence, 48 h; response scale: scaled: vehicle 0%, 10 µM genistein 100%; Potency, µM (doses to about 46.1 µM), without a hit: at the top dose activation, actives largely listed as activators; 1.1% of 380,000 active; AID 624202, 2012; also: nearly all actives have a fitted effect of over 80% in size; some results filed as inactive show a strong effect at the top dose
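MCF7 cells carrying a BRCA1-firefly luciferase reporter (2000 cells/well, phenol-red free MEM) were attached for 2 h at 37 °C, then given compounds for 48 h. Luminescence was read 15 min after luciferase reagent; activity normalized to genistein (10 microM) and DMSO.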
NPC1 promoter act = qHTS Assay for NPC1 Promoter Activators | Potency, µM (series often up to 9.22 µM), without a hit: at the highest dose activation, most hits filed as activators | Huh7 NPC1 promoter luciferase reporter, 24 h | 2.4% of 320,000 active;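 also: % of control where 0% means no effect; nearly all actives have a fitted effect of over 60% in size; reporter is driven by a mutant NPC1 promoter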
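Luminescence from an NPC1 promoter-driven luciferase reporter in stably transfected Huh7 cells was measured after 24 h compound treatment at 37 °C, followed by 10 min ambient incubation with luciferase detection reagent.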
CXXC DNA block = qHTS Fluorescence Polarization Assay for Inhibitors of MLL CXXC domain - DNA interaction; Histone-lysine N-methyltransferase 2A (Homo sapiens), Q03164; MLL-CXXC / FITC-HOXA9 DNA fluorescence polarization; Potency, µM (series often up to 115 µM), inactives show top-dose activity change, negative = inhibition, actives largely listed as inhibitors; 0.037% of 290,000 active; AID 2662, 2010; active = well fitted inhibition curve with a large enough effect in the polarisation, with a control signal flat, not every such curve was filed as active; inconclusive = small, poorly fitted or top-dose-only effect, or effect the other way, or a change in a side signal; inactive = no such curve, though single readings can be large or run the other way; the % refers to the polarisation
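Purified MLL-CXXC (added from a 7 uM solution) was preincubated 5 min at ambient with pinned compounds in 50 mM Tris-HCl pH 7.5, 50 mM NaCl, 1 mM DTT, 0.05% BSA. Fluorescein-labeled HOX-A9 DNA (50 nM solution) followed, 30 min, then polarization read.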
Rab9 promoter act = qHTS Assay for Rab9 Promoter Activators. Huh7 Rab9 promoter-luciferase reporter, luminescence, 24 h. Potency, µM (titrated, usually from 9.22 µM), for the others: top-dose activation, negative = inhibition, usual class: activators. 2.8% of 320,000 active; also: % of control where 0% means no effect; nearly all actives have a fitted effect of over 60% in size
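Luminescence read-out: Huh7 cells stably expressing Rab9-luciferase, treated 24 h with compound at 37 °C, then lysed with luciferase reagent for 10 min at ambient before reading.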
RORgamma inh = qHTS for inhibitors of ROR gamma transcriptional activity; Drosophila S2 Gal4-RORgamma UAS-luciferase reporter, 20 h; Potency, µM (top dose mostly 53.6 µM), for the others: at the top dose activity change, negative = inhibition, usual class: inhibitors; 5.4% of 310,000 active; AID 2551, 2010; also: % is scaled to controls: 0 for no effect and ±100 for the full control effect; nearly all actives have a fitted effect of over 60% in size
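Luminescence from a UAS-regulated Photinus luciferase reporter in stably transfected Drosophila Schneider cells is measured; decreased signal marks ROR gamma inhibition. Fusion expression is induced by 700 uM copper sulfate for 20 hr.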
p53 reactivator = qHTS assay for re-activators of p53 using a Luc reporter; H1299 p53-A138V BP100-luciferase reporter, luminescence, 24 h; Potency, µM (doses to about 92.2 µM), inactives show at the highest dose activity change, positive = activation, hits mostly activators; 0.063% of 320,000 active; also: % of control where 0% means no effect; nearly all actives have a fitted effect of over 45% in size
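p53-null H1299 cells stably carrying temperature-sensitive p53-A138V and a BP100-luciferase reporter were pinned with compounds (4-point, 1:5 series) and held 24 hrs at 37 deg C. Luminescence was read 10 min after detection reagent.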
ELG1 genotox = qHTS screen for small molecules that induce genotoxicity in human embryonic kidney (HEK293T) cells expressing luciferase-tagged ELG1 | HEK293T ELG1-luciferase reporter, luminescence, 16 h | Potency, µM (doses to about 46 µM), without a hit: at the highest dose activity change, positive = activation, hits mostly activators | 1.3% of 330,000 active | AID 504466, 2011; also: % of control where 0% means no effect; nearly all actives have a fitted effect of over 60% in size
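16 hr compound incubation (37 °C, 5% CO2) of HEK293T cells carrying luciferase-tagged ELG1; luciferase then measured by ONE-Glo luminescence after 30 min at RT.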
uPA generation = qHTS for Inhibitors of Cell Surface uPA Generation. AID 540303, 2011. cell surface uPA generation assay, qHTS. 0.31% of 330,000 active. Potency, µM (doses to about 38.3 µM), for inactives: at the top dose activity change, negative = inhibition, most hits filed as inhibitors; active = well fitted inhibition curve with a large enough effect; inconclusive = small, poorly fitted or top-dose-only effect; inactive = no such curve, though single readings can be large or run the other way; tested in mouse RAW 264.7 cells; also: % is scaled to controls: 0 for no effect and ±100 for the full control effect; nearly all actives have a fitted effect of over 55% in size
VP16 counter = VP16 counterscreen qHTS for inhibitors of ROR gamma transcriptional activity; 3.5% of 310,000 active; Drosophila S2 Gal4-VP16 UAS-luciferase, luminescence, 20 h; AID 2546, 2010; Potency, µM (highest dose often 53.6 µM), without a hit: at the highest dose activity, negative = inhibition, hits mostly inhibitors;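 also: Gal4-VP16 expression switched on by copper sulfate through the metallothionein promoter; % is scaled to controls: 0 for no effect and ±100 for the full control effect; nearly all actives have a fitted effect of over 50% in size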
MBNL1 CUG block = qHTS Assay for Inhibitors of MBNL1-poly(CUG) RNA binding | Muscleblind-like protein 1 (Homo sapiens), Q9NR56 | TR-FRET MBNL1-His/biotin-(CUG)12 binding, 665/545 ratio | Potency, µM (doses to about 57.5 µM), inactives show at the highest dose activity change, negative = inhibition, hits mostly inhibitors | 0.036% of 280,000 active | AID 2675, 2010; active = well fitted inhibition curve with a large enough effect in the signal ratio, with a control signal flat, not every such curve was filed as active; inconclusive = small, poorly fitted or top-dose-only effect, or effect the other way, or a change in a side signal; inactive = no such curve, though single readings can be large or run the other way; the % refers to the signal ratio; also: % is scaled to controls: 0 for no effect and ±100 for the full control effect
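TR-FRET readout: Ex 340 nm, 665/545 nm emission ratio, normalized to buffer-only (basal) and MBNL1-(CUG)12 controls. Complex of MBNL1-His with Biotin-(CUG)12, compounds 92 nM–58 uM, incubated 60 min at room temperature.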
FLuc counter = qHTS profiling assay for firefly luciferase inhibitor/activator using purifed enzyme and Km concentrations of substrates (counterscreen for miR-21 project) | AID 588342, 2011 | 6.9% of 360,000 active | purified FLuc, Km substrates, luminescence inhibition | Potency, µM (series often up to 57.5 µM), inactives show at the top dose activity change, negative = inhibition, hits mostly inhibitors;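 also: plate controls were vehicle for no effect and reference inhibitor for full effect; nearly all actives have a fitted effect of over 55% in size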
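Biochemical qHTS of compounds, final roughly 60 µM downward over six points, against 10 nM purified firefly luciferase using Km concentrations of substrates (10 uM D-luciferin, 10 uM ATP) in Tris acetate pH 7.5 buffer; luminescence output.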
* marks the source's active call; other numbers are inactive results; ? = inconclusive; nt = no result given; [ ] = dose if it differs, or a comment. Unless noted, calls follow the shape of the dose curve; as a rule, active = well fitted curve in the direction sought with a large enough effect; inconclusive = small, poorly fitted or top-dose-only effect, or another doubt; inactive = no such curve, though single readings can be large; an effect the other way counts as inactive or inconclusive. Potency is read from the fitted curve at half-maximal effect. These rows are one share of the data, so the mix of outcomes need not match the whole.

No.	molecule	BRCA1 expr act	NPC1 promoter act	CXXC DNA block	Rab9 promoter act	RORgamma inh	p53 reactivator	ELG1 genotox	uPA generation	VP16 counter	MBNL1 CUG block	FLuc counter
1	CCN(c1ccccc1)S(=O)(=O)c1ccc(Cl)c(NC(=O)COC(=O)c2ccc(O)cc2)c1	-22.2%	-2.7%	14.8%	-1.8%	?	-7.7%	-5.1%	-2.8%	?	9.6%	3.3%
2	CCOC(=O)c1ccc(NC(=O)CCN2C(=O)C3CC=CCC3C2=O)cc1 (stereo not drawn)	0.2%	0.4%	nt	0.2%	nt	-2.8%	3.0%	-1.5%	nt	nt	3.8%
3	Cc1cc(N/N=C/c2ccccc2[N+](=O)[O-])nc(-n2nc(C)cc2C)n1	-84.3%	0.2%	-0.9%	-1.6%	?	24.5%	-0.3%	-2.2%	0.891µM*	?	?
4	COc1ccc2[nH]c(=O)c(CN(C(=O)NC3CCCCC3)C3CCCCC3)cc2c1	-5.7%	-4.7%	-1.3%	2.4%	35.5%	-3.0%	4.1%	-1.0%	-0.3%	3.9%	8.3%
5	CC(=O)c1cnc(Nc2nc(C)c3cc(C)c(C)cc3n2)nc1C	-23.5%	-3.3%	7.5%	-5.8%	3.55µM*	-1.9%	13.6%	3.6%	-0.9%[0.365 µM]	1.7%	-6.4%
6	CC(C)Sc1cc(N2CCCC2)nc(-c2ccc(F)cc2)n1	-12.2%	8.5%	1.4%	-5.1%	-28.6%	-2.7%	-3.3%	10.8%	-8.1%	-6.7%	-3.9%
7	Cc1ccc(C)c(OC(C)C(=O)Nc2nccs2)c1 (stereo not drawn)	-8.1%	-6.0%	-8.3%	-3.1%	?	-0.6%	-1.9%	3.3%	?	-3.2%	-14.4%
8	O=C(O)CCn1c(-c2ccccc2)cc2ccccc21	-20.6%	-1.9%	1.1%	13.5%	17.4%	1.4%	-0.3%	9.6%	-19.2%	3.2%	-4.6%
9	O=C(N/C(=C\c1cccs1)C(=O)N1CCOCC1)c1ccco1	15.9%	2.2%	-0.7%	-12.8%	-11.8%	-1.3%	-3.0%	-19.2%	1.6%	-6.4%	4.3%
10	COc1ccccc1NC(=O)COc1ccc(/C=N/NC(=O)c2cccnc2)cc1	-2.7%	0.3%	-13.8%	3.9%	-3.5%	20.2%	-1.8%	11.8%	6.8%	13.6%	2.7%
11	COc1cc2oc(=O)c(Br)c(C)c2c(OC)c1OC	-11.0%	-3.2%	8.1%	3.8%	-21.5%	-1.6%	-0.6%	-5.5%	-1.2%	130.4%[activator]	6.8%
12	Cc1ccc(C)c(S(=O)(=O)Nc2ccccc2C(=O)Nc2ccc(S(=O)(=O)Nc3ncccn3)cc2)c1	-1.9%	-0.4%	-1.5%	-5.0%	2.5%	7.8%	1.0%	-0.1%	-5.8%	-4.0%	3.6%
13	COc1cccc([C@H](O)Cn2cc(-c3ccc(CON=C(C)C)cc3)nn2)c1	nt	0.5%	1.2%	-1.7%	?	-5.6%	-1.2%	nt	-6.3%[10 µM]	19.1%	-17.3%
14	COC(=O)c1ccccc1NCc1cc(=O)oc2cc(O)c(O)cc12	-52.0%	-1.9%	?	-8.2%	-5.3%	5.1%	-0.8%	-9.2%	-6.1%	9.5%	1.5%
15	COC(=O)c1cnc(Oc2ccc(NC(=O)NC(=O)c3c(OC)cccc3OC)cc2)cc1C(F)(F)F	-81.5%	-13.3%	-0.6%	-22.3%	33.1%	?	7.1%	-9.5%	-9.3%	nt	-0.3%
16	CC(C)(C)CC(=O)Nc1nnc(CCc2ccccc2)s1	?	3.16µM*	0.0%	3.16µM*	?	nt	?	2.2%	11.1%	-3.0%	?
17	CN(C)C(=O)c1ccc(NC(=O)COC(=O)Cn2cc(C(F)(F)F)ccc2=O)cc1	6.6%	-0.5%	nt	-0.2%	nt	-10.3%	-0.8%	-10.7%	nt	nt	4.2%
18	COc1ccc(C)cc1NC(=O)C1CCCN(S(=O)(=O)c2cccs2)C1 (stereo not drawn)	-13.3%	-3.7%	-11.8%	-1.2%	28.2%	-6.1%	-8.0%	0.4%	-3.2%	4.9%	0.1%
19	O=[N+]([O-])c1ccc(Oc2ccc(-c3cnc4ccccc4n3)cc2[N+](=O)[O-])cc1	18.7%	1.9%	10.5%	-6.3%	?	?	9.7%	-3.3%	0.6%	4.6%	?
20	O=C(COc1ccccc1)NCC(=O)Nc1ccncc1	-10.0%	-0.7%	nt	-0.2%	nt	-5.0%	-4.0%	5.1%	nt	nt	-0.2%
21	CC(C)c1ccc(NC(=O)Cn2c(=O)oc3ccccc32)cc1	28.3%	-0.8%	9.2%	-3.4%	35.9%	2.3%	-0.6%	11.0%	1.7%	-6.7%	-4.9%
22	Cc1ccc(OCc2cc(C(=O)NCC3COCCO3)no2)cc1C (stereo not drawn)	-10.8%	1.3%	3.9%	nt	?	-24.6%	18.0%	?	-6.1%	-7.0%	?
23	CN(C(=O)COC(=O)c1ccccc1NC(=O)c1ccco1)C1CCS(=O)(=O)C1 (stereo not drawn)	0.5%	-2.5%	-7.3%	-3.4%	-2.9%	-0.3%	-1.5%	3.3%	-14.8%	1.3%	-3.0%
24	c1coc(Cn2c(SCc3nc4ccccc4[nH]3)nnc2-c2cccs2)c1	-2.5%	-6.0%	-14.2%	-6.9%	-0.8%	1.7%	-6.3%	nt	-6.1%	-2.0%	0.4%
25	COC(=O)c1cn(NC(=O)Cc2ccc(OC)c(OC)c2)c(=O)c2ccccc12	0.0%	-35.5%[inhibitor]	-1.5%	-1.7%	0.0%	-2.7%	-2.3%	2.9%	4.9%	nt	-14.2%
26	CC(OC(=O)c1ccc2ncsc2c1)C(=O)N(C)C1CCCCC1 (stereo not drawn)	3.5%	-1.1%	nt	-1.7%	nt	-9.3%	-0.3%	2.1%	nt	nt	nt
27	COc1ccc(C(=O)NCC(=O)OCC(=O)c2cc(OC)c(OC)c(OC)c2)cc1OC	-0.4%	8.2%	36.9%[activator]	2.2%	?	-7.1%	3.2%	-4.5%	-14.3%	-6.3%	2.2%
28	COc1ccc([C@@H]2CC=C(C(=O)O)[C@H](c3cccc(Cl)c3)N2S(=O)(=O)c2ccc(C)cc2)cc1OC	0.0%	-4.0%	nt	-4.2%	nt	1.1%	1.0%	10.6%	nt	nt	7.2%
29	COc1ccc(Oc2nc(-c3ccccn3)nc3ccccc23)cc1	-68.1%	-0.6%	-5.1%	-2.8%	0.398µM*	6.2%	-5.5%	-17.8%	2.51µM*	nt	-18.2%
30	COc1ccccc1C1C(C(=O)c2sc(C)nc2C)=C(O)C(=O)N1CCN1CCOCC1 (stereo not drawn)	79.9%	-3.1%	-7.6%	4.6%	32.9%	17.4%	18.8%	8.9%	0.4%	11.9%	-2.0%
31	Cc1ccc(S(=O)(=O)Nc2cccc(C(=O)NCCN3CCOCC3)c2)cc1F	1.5%	1.3%	nt	-4.7%	nt	-3.3%	-1.9%	20.6%	nt	nt	1.2%
32	CC(C)c1cc(CNC(=O)CCc2nnc(CCCCc3ccccc3)o2)on1	-10.9%	-0.7%	-2.2%	10.4%	-2.8%	2.6%	2.2%	-0.3%	0.1%	-8.8%	-1.3%
33	O=C1C=C(c2ccccc2)OC2(CCCC2)O1	-0.4%[1.84 µM]	-0.9%	-3.2%	4.1%	?	-0.4%	-1.9%	1.4%	3.7%	?	-3.3%
